FLuc inh: Photinus pyralis luciferase inhibition; purified P. pyralis luciferase, luminescence, biochemical; AID 1347043; 76,000 tested, 2.5% active; Potency, µM (highest dose often 115 µM), inactives show top-dose activity change, negative = inhibition, actives largely listed as inhibitors; P08659; further: potency means the concentration at half of the fitted maximal effect; nearly all actives have a fitted effect of over 65% in size
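Cell-free enzyme assay, 10nM P. pyralis luciferase, luciferin and ATP each at 10uM. Inhibition profiled over a 6-point titration, read as luminescence.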
SNCA viab count: counter-screen for SNCA expression inhibitors: cell viability | HEK-293-SNCA-luc viability, GF-AFC fluorescence, 24 h | 150,000 tested, 0.12% active | Potency, µM (series often up to 57.1 µM), for inactives: at the highest dose activity change, negative = cytotoxicity, hits mostly cytotoxic;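 further: potency means the concentration at half of the fitted maximal effect; 0% = DMSO-treated cells and -100% = medium-only wells without cells; nearly all actives have a fitted effect of over 30% in size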
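Cytotoxicity counterscreen: after 24 h compound treatment of genome-edited SNCA-luciferase HEK-293 cells, live-cell protease substrate GF-AFC read by fluorescence after 30 min; activity scaled between DMSO (0%) and medium-only (-100%), curves Hill-fitted.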
HEK cytotox: kills HEK 293 cells; Potency, µM (doses to about 115 µM), for inactives: at the top dose activity change, negative = cytotoxicity, hits mostly inhibitors; 94,000 tested, 6.6% active; AID 1345083; HEK 293 viability, ATP luminescence (CellTiter-Glo), 48-72 h; further: potency means the concentration at half of the fitted maximal effect; nearly all actives have a fitted effect of over 60% in size
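HEK 293 cells seeded at 250 cells/well were exposed to compound for 48 or 72 hr at 37 degree Celsius. Viability taken as ATP content by CellTiter-Glo luminescence.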
GPT2 inh: blocks human glutamate pyruvate transaminase 2. Recombinant GPT2, coupled pyruvate oxidase/HRP Amplex Red fluorescence. Potency, µM (top dose mostly 57.7 µM), for inactives: top-dose activity change, negative = inhibition, hits mostly inhibitors. 100,000 tested, 0.25% active. AID 1671188; further: potency means the concentration at half of the fitted maximal effect; nearly all actives have a fitted effect of over 60% in size; many of its hits are not listed in these tables
Target sequence (Q8TD30 whole entry, looked up): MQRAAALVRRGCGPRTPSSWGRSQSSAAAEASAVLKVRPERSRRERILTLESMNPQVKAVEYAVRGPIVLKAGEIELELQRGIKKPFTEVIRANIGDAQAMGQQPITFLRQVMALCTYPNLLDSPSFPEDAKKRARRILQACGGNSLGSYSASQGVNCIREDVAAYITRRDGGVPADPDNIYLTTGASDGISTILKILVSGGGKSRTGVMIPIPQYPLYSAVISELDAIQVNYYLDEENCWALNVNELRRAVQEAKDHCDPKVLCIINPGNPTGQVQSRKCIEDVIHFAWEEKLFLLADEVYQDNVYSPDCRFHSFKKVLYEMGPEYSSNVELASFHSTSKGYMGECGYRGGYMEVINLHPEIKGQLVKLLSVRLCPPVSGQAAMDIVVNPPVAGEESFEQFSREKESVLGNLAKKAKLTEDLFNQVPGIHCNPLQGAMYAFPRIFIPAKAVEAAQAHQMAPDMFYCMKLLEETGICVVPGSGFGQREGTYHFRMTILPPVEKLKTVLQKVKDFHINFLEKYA
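Fluorescence read-out: pyruvate from GPT2 turnover coupled to pyruvate oxidase, HRP and Amplex Red (0.2mM ThPP, 0.2U/mL PO and HRP, 50uM Amplex final). Substrates 250uM a-KG, 2mM L-alanine; enzyme 10ng/uL; 30 min RT.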
SNCA expr inh: inhibitors of alpha-synuclein (SNCA) gene expression | HEK-293 SNCA-luciferase knock-in, luminescence, 24 h | Potency, µM (titrated, usually from 57.2 µM), without a hit: at the highest dose activity change, negative = inhibition, most hits filed as inhibitors | 140,000 tested, 0.17% active | AID 1671194;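 further: potency means the concentration at half of the fitted maximal effect; plate controls were DMSO cells for no effect and cell-free wells for full effect; nearly all actives have a fitted effect of over 45% in size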
IP6K1 inhibitor: inhibitors of human IP6K1; Q92551; IP6K1 kinase, ADP-Glo luminescence, 2 h; hits give low values; activity change, % (series mostly up to about 58 µM); 140,000 tested, 0.81% active; AID 1645851; in the data active means activity change below about -25%
Target sequence (Q92551 whole entry, looked up): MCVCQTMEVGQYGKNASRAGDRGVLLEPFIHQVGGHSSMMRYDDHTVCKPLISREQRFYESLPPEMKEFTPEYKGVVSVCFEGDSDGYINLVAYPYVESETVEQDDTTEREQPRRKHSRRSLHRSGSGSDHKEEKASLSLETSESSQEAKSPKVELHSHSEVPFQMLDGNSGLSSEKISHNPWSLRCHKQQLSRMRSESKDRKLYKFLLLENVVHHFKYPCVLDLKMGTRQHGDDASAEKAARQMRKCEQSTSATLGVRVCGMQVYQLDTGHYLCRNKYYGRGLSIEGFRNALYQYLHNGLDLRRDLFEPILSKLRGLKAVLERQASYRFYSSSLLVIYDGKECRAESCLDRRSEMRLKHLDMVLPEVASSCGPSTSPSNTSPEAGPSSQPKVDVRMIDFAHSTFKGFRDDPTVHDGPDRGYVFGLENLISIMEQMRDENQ
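ADP-Glo luminescence measures ADP made by human IP6K1 during a 2 h RT reaction with ATP/IP6 (mix at 1.3 mM/130 uM); top library doses 57.5 and 19.1 uM final.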
3T3 cytotox: NIH 3T3 cell cytotoxicity; NIH 3T3 viability, CellTiter-Glo ATP luminescence, 48-72 h; Potency, µM (highest dose often 96.7 µM), inactives show top-dose activity change, negative = cytotoxicity, actives largely listed as inhibitors; 94,000 tested, 4.3% active; AID 1345082; further: potency means the concentration at half of the fitted maximal effect; nearly all actives have a fitted effect of over 55% in size
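NIH 3T3 cells at 400 cells/well received 23 nL of compound by pintool and were incubated 48 or 72 h at 37 °C. Viability was read as ATP-coupled CellTiter-Glo luminescence.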
Numbers without * were called inactive; i = inactive; ? = inconclusive; . = no result given; & = joins results of further samples; [ ] = remark or other dose. Unless noted, the call rests on the fitted dose curve; in most records, active means well fitted curve in the direction sought with a large enough effect; inconclusive means small, poorly fitted or top-dose-only effect, or another doubt; inactive means no such curve, though single readings can be large; an effect the other way counts as inactive or inconclusive. Unless noted, on the % scale 0 is the no-effect control and ±100 the full control effect. Only part of the results is shown, so the mix of outcomes need not match the whole.

The first two entries as a preview:
#	SMILES	FLuc inh	SNCA viab count	HEK cytotox	GPT2 inh	SNCA expr inh	IP6K1 inhibitor	3T3 cytotox
1	Cc1ccc(CNC(=O)c2ccc3c(c2)CN(Cc2ccc(N(C)C)cc2)CCO3)cc1	-7%	-11%	?	0%	?	10	?
2	COc1ccc(NC(=O)c2ccco2)cc1NC(=O)c1ccc(OC(C)C)cc1	.	-1%	.	.	-8%	5	.

The whole of this part, from the start:
#	SMILES	FLuc inh	SNCA viab count	HEK cytotox	GPT2 inh	SNCA expr inh	IP6K1 inhibitor	3T3 cytotox
1	Cc1ccc(CNC(=O)c2ccc3c(c2)CN(Cc2ccc(N(C)C)cc2)CCO3)cc1	-7%	-11%	?	0%	?	10	?
2	COc1ccc(NC(=O)c2ccco2)cc1NC(=O)c1ccc(OC(C)C)cc1	.	-1%	.	.	-8%	5	.
3	COCC1CN(C)CC12CCN(C(=O)c1ccc(OC(F)(F)F)cc1)CC2 (configuration not stated)	7%	0%	?	-6%	0%	22	?
4	CC1=C(C(=O)OC(C)(C)C)C(c2ccc(Cl)cc2)N2C(CC(=O)N3CCOCC3)=CSC2=N1 (configuration not stated)	0%	-13%	?	i	-9%	22	-17%
5	Cc1cn2c(=O)cc(COC(=O)c3ccc(NC(=O)c4ccc(C(C)(C)C)cc4)cc3)nc2s1	.	-1%	.	.	-4%	-1	.
6	Cc1cc(F)ccc1[C@H]1C[C@@H](N2CCN3C(=O)CC[C@H]3C2)CCN1C(=O)N(C)[C@H](C)c1cc(C(F)(F)F)cc(C(F)(F)F)c1	.	?	.	?	.	12	.
7	COCCNC(=O)[C@H]1C[C@H](Oc2ccccc2)CN1C(=O)c1cccc(OC)c1	0%	-2%	i	-8%	0%	10	4%
8	CC(C)c1noc(-c2cn(C3CCN(C(=O)Cc4ccc(Cl)cc4)C3)nn2)n1 (configuration not stated)	12%	0%	?	i	-7%	-12	-20%
9	CCOC(=O)C1CCCN(C(=O)c2ccc3nccn3c2)C1 (configuration not stated)	-6%[172 µM]	-4%[87.6 µM]	-9%[172 µM]	i	3%[87.6 µM]	4	-9%[138 µM]
10	O=C(C1CCCC1)N1CCCC(C(=O)N2CCCC2c2nc3ccncc3[nH]2)C1 (configuration not stated)	.	6%	-12%	-1%	15%	0	-11%
11	Cc1ccccc1C(=O)N1CCN(C(=O)c2nc3cccnc3n(Cc3ccccc3)c2=O)CC1	.	5%	i	4%	-1%	-8	-8%
12	COc1cc(OC)c(NC(=O)c2cc(S(=O)(=O)N3CCCC3)cn2C)cc1Cl	.	2%	.	.	15%	5	.
13	CCc1ccc(S(=O)(=O)N(C(C)=O)c2ccc3oc4c(c3c2)CCCC4)cc1	.	6%	.	.	-6%	14	.
14	CCOc1ccccc1CNC(=O)CCn1cccn1	.	12%	.	.	24%	-11	.
15	CN(C)CCN(C)[C@H]1[C@@H]2OC[C@@H](O2)[C@@H](NCc2ccc(OC(F)(F)F)cc2)[C@@H]1O	-4%[172 µM]	4%[87.6 µM]	?	4%[88.5 µM]	-6%[87.6 µM]	-14	-12%[138 µM]
16	COc1ccccc1OC1CCN(Cc2cc3n(n2)CCNC3)CC1	11%	1%	-8%	-20%	-3%	-2	-6%
17	CCOC(=O)[C@H]1C[C@]2(CCCCN(CCOC(C)=O)C2=O)N(C(=O)c2ccccc2)[C@H]1c1ccco1	.	.	-10%	.	.	1	?
18	O=C(NCC1CCCO1)C1CCN(c2cc(C(F)(F)F)ncn2)CC1 (configuration not stated)	9%	14%	?	i	-25%	1	-19%
19	NC1CCCCN(C(=O)c2scc3c2CCCC3)C1 (configuration not stated)	-4%	-5%	?	i	0%	7	-26%
20	Cn1c(=O)n(C)c2cc(NS(=O)(=O)c3ccc(F)cc3)ccc21	.	10%	.	.	134%[activator]	41	.
21	Cc1ccc(C(=O)NCC(=O)OCc2cc(=O)n3ccsc3n2)cc1	.	-4%	.	.	-24%	-15	.
22	C[C@@H](c1ccccc1)N1C(=O)[C@@H]2CN(C(=O)c3ccc4c(c3)OCO4)CCN2C1=O	-1%[172 µM]	-5%[87.6 µM]	?	i	-21%[87.6 µM]	-12	-15%[174 µM]
23	Cc1cccc2[nH]c(C3CCN(C(=O)C4CC5(CCNCC5)CN4)CC3)nc12 (configuration not stated)	13%	3%	2%	-7%	-5%	10	-1%
24	COCCO[C@H]1C(=O)N(C2CCN(C(=O)c3cccn3C)CC2)[C@H]1c1ccncc1	?	5%	i	i	138%[activator]	9	-5%
25	CN1CCN(c2nc3c(c(=O)[nH]2)CCN(Cc2ccc(Cl)cc2F)CC3)CC1	11%	-3%	?	-4%	?	8	-22%
26	NC(=O)CCNC(=O)C1=C[C@@H](NC(=O)Nc2ccccc2Br)[C@@H](O)[C@H](O)C1	9%	3%	i	i	-23%	-5	-1%
27	CCOC(=O)[C@@H]1CN(C(=O)Cc2ccc(OC)cc2)[C@H]2c3ccccc3O[C@@H]12	.	.	?	.	.	3	-27%
28	COc1ccc2[nH]cc(CCNC(=O)C[C@H]3NC(=O)c4ccccc4NC3=O)c2c1	-5%	-1%	15%	i	-16%	-3	1%
29	C[C@@]1(O)CCN(C(=O)CCc2ccc(-c3cccs3)o2)C[C@@H]1O	2%	-10%	-22%	-13%	-1%	0	-23%
30	COc1cc2ccccc2cc1C(=O)Nc1cccc(-c2nc3cc(C)c(C)cc3o2)c1	.	-3%	.	.	29%	6	.

An excerpt of these results, as labelled records.
[7] COCCNC(=O)[C@H]1C[C@H](Oc2ccccc2)CN1C(=O)c1cccc(OC)c1
  FLuc inh: 0%	SNCA viab count: -2%	HEK cytotox: i	GPT2 inh: -8%	SNCA expr inh: 0%	IP6K1 inhibitor: 10	3T3 cytotox: 4%

[15] CN(C)CCN(C)[C@H]1[C@@H]2OC[C@@H](O2)[C@@H](NCc2ccc(OC(F)(F)F)cc2)[C@@H]1O
  FLuc inh: -4%[172 µM]	SNCA viab count: 4%[87.6 µM]	HEK cytotox: ?	GPT2 inh: 4%[88.5 µM]	SNCA expr inh: -6%[87.6 µM]	IP6K1 inhibitor: -14	3T3 cytotox: -12%[138 µM]

More results
#	SMILES	FLuc inh	SNCA viab count	HEK cytotox	GPT2 inh	SNCA expr inh	IP6K1 inhibitor	3T3 cytotox
31	Oc1ccccc1-c1nc2ccc(Cl)cn2c1Nc1ccc2c(c1)OCCO2	.	3%	.	.	16%	-1	.
32	CC(=O)Nc1cccc(-c2ccc(COc3ccc4c(cnn4CCC(=O)O)c3)cc2)c1	0.71µM*	5%[87.6 µM]	?	i	14%[87.6 µM]	-7	?
33	CCc1nc2ccc(C(=O)NCc3cc(OC)ccc3OC)cc2nc1CC	.	-12%	.	.	-11%	18	.
34	Cc1ccc2nc(C3CCCN(Cc4cccc(-c5cccs5)c4)C3)[nH]c(=O)c2c1 (configuration not stated)	0%	3%&2%	?	-3%&-1%	?	21&-8	?
35	COc1ccc(N2C(=O)CS(=O)(=O)C23C(=O)N(Cc2c(F)cccc2Cl)c2ccccc23)cc1 (configuration not stated)	.	4%	.	.	-5%	2	.
36	CC(=O)N1CCC([C@@H]2CN(Cc3ccc(C(F)(F)F)cc3)C[C@H]2CO)CC1	8%	2%[12.5 µM]	-25%	i	-4%	-8	-7%
37	COc1ccc(C(=O)N2CCc3[nH]nc(C(=O)NCCCc4ccccc4)c3C2)cc1	.	6%	?	2%	?	5	?
38	O=C(Nc1ccc2oc(-c3ccccc3)nc2c1)c1ccc2ccccc2c1	.	8%	.	.	87%[activator]	14	.
39	CCCCOC(=O)c1ccc(NC(=O)c2sc3nc(C)cc(C)c3c2N)cc1	.	10%	.	.	245%[activator]	2	.
40	CCC(=O)N(C1CCOCC1)C1CCN(Cc2cc(F)cc(F)c2)CC1	6%	0%	3%	i	3%	7	i
41	CC1CCCCN1Cc1nnc2cc(-c3nc(-c4ccccc4)no3)ccn12 (configuration not stated)	-9%	1%	-21%	1%	106%[activator]	16	-2%
42	C=CCN1C[C@@H]2C[C@@H](C(=O)NC)N(C(=O)CCCCC)c3cccc(c32)[S+]1(=O)[O-]	.	-4%[23.9 µM]	-3%[57.5 µM]	i	7%[25.6 µM]	12	?
43	FC(F)(F)c1cccc(C2=NOC3(CCN(Cc4ccncc4)CC3)C2)c1	8%	2%	?	i	-18%	-6	?
44	O=C(CCn1ccn2nc3c(c2c1=O)CCCC3)N1CCSCC1	-1%	2%	-10%	i	11%	-5	-6%
45	COc1ccc(-c2ncc3c(n2)OCCN(c2ccccc2)C3=O)cc1F	0.71µM*	-3%[87.6 µM]	-27%[172 µM]	3%[88.5 µM]	-19%[87.6 µM]	16	?
46	CCc1noc(-c2cn(C3CCN(C(=O)c4ccc(OC(F)(F)F)cc4)C3)nn2)n1 (configuration not stated)	-8%	-6%	?	?	-9%	-17	-42%
47	O=c1cc(-c2cccnc2)oc2c(-c3ccc(O)c(F)c3)nccc12	-1%[172 µM]	0%[87.6 µM]	?	i	31%[activator][87.6 µM]	-14	?
48	O=C(Cn1ccn(-c2cccc(Cl)c2)c(=O)c1=O)NCCc1ccccc1	.	-8%	.	.	5%	0	.
49	CCn1ncc(CN2CCCN(S(C)(=O)=O)C(c3ccccc3)CC(=O)NCC2)c1C (configuration not stated)	6%	1%	-3%	i	-4%	25	-2%
50	CC(C)C(=O)N(Cc1ccccc1)S(=O)(=O)c1ccc2c(c1)oc(=O)n2C	.	7%	.	.	-18%	11	.
51	Cc1ccc2[nH]c(CN3CCC(c4cccc(C#N)c4)CC3)cc(=O)c2c1	0%	-19%	?	2%	-19%	-5	?
52	Cc1cccc(-c2nc(SCc3ccc(Br)cc3)n3[nH]c(=O)cc3n2)c1	.	7%	.	.	26%	25	.
53	C[C@@]12C[C@@]3(O)O[C@@H](O1)[C@]1(COC(=O)c4ccccc4)[C@@H]3C[C@@]12O[C@@H]1O[C@H](CO)[C@@H](O)[C@H](O)[C@@H]1O	.	-13%	.	i	6%	.	.
54	Cc1[nH]nc(CCC(=O)N2CC[C@H](N3CCOCC3)[C@H](CCC(=O)O)C2)c1C	1%	3%	-9%	5%	-16%	8	0%

Whole records from above.
`CCc1noc(-c2cn(C3CCN(C(=O)c4ccc(OC(F)(F)F)cc4)C3)nn2)n1` (configuration not stated) reads FLuc inh = -8%; SNCA viab count = -6%; HEK cytotox = ?; GPT2 inh = ?; SNCA expr inh = -9%; IP6K1 inhibitor = -17; 3T3 cytotox = -42%
`CC(=O)N1CCC([C@@H]2CN(Cc3ccc(C(F)(F)F)cc3)C[C@H]2CO)CC1` reads FLuc inh = 8%; SNCA viab count = 2%[12.5 µM]; HEK cytotox = -25%; GPT2 inh = i; SNCA expr inh = -4%; IP6K1 inhibitor = -8; 3T3 cytotox = -7%

Screens deposited in PubChem by National Center for Advancing Translational Sciences (NCATS).
